# HCV inh: inhibitors of hepatitis C virus infection | 3.4% of 340,000 active | AID 651820 | Huh7.5.1 HCVcc-Cre infection, luciferase reporter, 44 h | Potency, µM (highest dose often 41.8 µM), for inactives: at the highest dose activity change, negative = inhibition, usual class: inhibitors; note: potency is the fitted concentration of half-maximal effect
#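 Infectious HCVcc-Cre (~0.5 moi) was added to cells just after compound, with cells seeded 4 h earlier at 1,000 per well. Luciferase activity after 44 h culture reported infection; substrate was incubated 15 min at room temperature before reading.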
# AmpC inh detg: AmpC beta-lactamase inhibition with detergent present; P00811; AmpC hydrolysis of nitrocefin, absorbance 480 nm, 0.01% Triton; Potency, µM (top dose mostly 114 µM), without a hit: top-dose activity change, negative = inhibition, most hits filed as inhibitors; 0.041% of 370,000 active;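 note: potency is the fitted concentration of half-maximal effect; 0% = no-compound wells and -100% = no-enzyme wells; nearly all actives have a fitted effect of over 25% in size; some results filed as inactive show a strong effect at the top dose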
# Target sequence (P00811 whole entry, looked up): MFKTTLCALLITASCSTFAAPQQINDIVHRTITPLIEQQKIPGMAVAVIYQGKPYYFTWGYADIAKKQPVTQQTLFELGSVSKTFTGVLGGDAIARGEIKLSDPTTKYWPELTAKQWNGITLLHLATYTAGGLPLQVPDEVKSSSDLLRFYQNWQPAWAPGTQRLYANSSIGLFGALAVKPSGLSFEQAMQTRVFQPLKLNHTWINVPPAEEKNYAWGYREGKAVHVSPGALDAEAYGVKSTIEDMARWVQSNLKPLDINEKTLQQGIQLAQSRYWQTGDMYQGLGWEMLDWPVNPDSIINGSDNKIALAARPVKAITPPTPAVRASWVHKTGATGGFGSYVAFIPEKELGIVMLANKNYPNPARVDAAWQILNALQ
#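 20 mM phosphate pH 7.0 + 0.01% (detergent screen) or 0.0001% Triton X-100; 5.3 nM AmpC reagent; cpd preinc 15 min RT; nitrocefin (800 uM stock) to start; A480 q20 s × 4 min; Activity was normalised to no-enzyme and no-compound control wells.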
# AmpC inh no detg: AmpC beta-lactamase inhibition without detergent. P00811. AID 485341. 0.52% of 330,000 active. Potency, µM (titrated, usually from 57.1 µM), for the others: at the highest dose activity change, negative = inhibition, most hits filed as inhibitors. AmpC nitrocefin hydrolysis, absorbance 480 nm, 0.0001% Triton;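 note: potency is the fitted concentration of half-maximal effect; plate controls were no compound for no effect and no enzyme for full effect; nearly all actives have a fitted effect of over 20% in size; some results filed as inactive show a strong effect at the top dose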
#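 20 mM phosphate pH 7.0 + 0.01% (detergent screen) or 0.0001% Triton X-100; 5.3 nM AmpC reagent; cpd preinc 15 min RT; nitrocefin (800 uM stock) to start; A480 q20 s × 4 min; Activity was normalised to no-enzyme and no-compound control wells.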
# Tb PYK inh: blocks Trypanosoma brucei pyruvate kinase; Q57TT1; TbPYK enzyme, Kinase-Glo Plus ATP luminescence, 45 min; Potency, µM (series often up to 76.8 µM), for inactives: at the top dose activity, negative = inhibition, most hits filed as inhibitors; 0.12% of 410,000 active; AID 624173; note: potency is the fitted concentration of half-maximal effect; nearly all actives have a fitted effect of over 50% in size
#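 Glycolytic pyruvate kinase of T. brucei was incubated with substrate, test compound and 130 uM ADP for 45 minutes at room temperature. Luminescent Kinase-Glo Plus signal was measured after 10 minutes.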
# AMA1-RON2 inh: inhibitors of Plasmodium falciparum AMA1-RON2 interaction | Potency, µM (doses to about 58.2 µM), inactives show top-dose activity change, negative = inhibition, most hits filed as inhibitors | 0.2% of 360,000 active | AlphaScreen AMA1-biotinylated RON2 peptide binding;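 note: potency is the fitted concentration of half-maximal effect; 0% = vehicle wells and -100% = peptide control; nearly all actives have a fitted effect of over 45% in size; some results filed as inactive show a strong effect at the top dose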
#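 AMA1 (3D7) with his tag at 25 nM final met compounds first, then biotinylated RON2 peptide at 25 nM; detection used donor plus acceptor beads, 10 µg/mL apiece, read by AlphaScreen after 30 min at room temperature.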
# HCMV antiviral: inhibitors of human cytomegalovirus. HFF cells, HCMV-luciferase reporter, 72 h; stronger effect = lower value. activity change, negative = inhibition, % at 57.5 µM. 4.5% of 410,000 active. AID 1259415; in the data active = activity change below about -60%; inconclusive = no clear call, values can overlap the other calls; inactive = above about -39%
#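 Human foreskin fibroblasts infected with luciferase-reporter HCMV at MOI 1 PFU/cell, compounds at two doses. Luciferase measured 72 h post infection; normalized to buffer-only basal and Salinomycin (10uM) controls.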
# LmPK inhibitor: LmPK (Leishmania mexicana) enzyme inhibition | purified LmPK, Kinase-Glo ATP luminescence, 1 h | Potency, µM (top dose mostly 57.5 µM), for inactives: top-dose activity change, negative = inhibition, usual class: inhibitors | 0.37% of 290,000 active | AID 1721; note: potency is the fitted concentration of half-maximal effect
# Target sequence (Q27686 whole entry, looked up): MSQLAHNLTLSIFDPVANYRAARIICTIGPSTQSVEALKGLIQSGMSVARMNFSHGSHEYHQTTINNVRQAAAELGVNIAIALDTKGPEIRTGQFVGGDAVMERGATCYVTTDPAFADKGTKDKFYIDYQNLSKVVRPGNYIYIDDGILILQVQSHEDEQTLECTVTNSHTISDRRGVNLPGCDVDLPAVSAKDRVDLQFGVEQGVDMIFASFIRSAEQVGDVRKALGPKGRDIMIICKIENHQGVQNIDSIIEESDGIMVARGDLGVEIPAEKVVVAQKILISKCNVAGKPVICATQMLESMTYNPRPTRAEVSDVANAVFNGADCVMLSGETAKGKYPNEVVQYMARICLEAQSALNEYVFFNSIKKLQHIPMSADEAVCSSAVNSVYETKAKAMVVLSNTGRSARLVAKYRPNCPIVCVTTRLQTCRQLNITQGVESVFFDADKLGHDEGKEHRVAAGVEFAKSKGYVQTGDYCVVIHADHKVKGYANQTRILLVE
#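 Kinase-Glo luminescence read after 1 h RT reaction of 0.1 nM LmPK with 0.5 mM PEP and 0.1 mM ADP. Activity scaled between uninhibited and enzyme-free controls.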
# * marks the source's active call; other numbers are inactive results; ? = inconclusive; nt = not tested or not shown; & = joins results of further samples; [ ] = another dose, or the depositor's remark. Unless noted, calls come from the whole dose curve; as a rule, active = well fitted curve in the direction sought with a large enough effect; inconclusive = small, poorly fitted or top-dose-only effect, or another doubt; inactive = no such curve, though single readings can be large; an effect the other way counts as inactive or inconclusive. Unless noted, % is set by controls: 0 for no effect and ±100 for the full control effect.
SMILES,HCV inh,AmpC inh detg,AmpC inh no detg,Tb PYK inh,AMA1-RON2 inh,HCMV antiviral,LmPK inhibitor
CCOC(=O)c1ccc(NC(=O)CSc2nnc(Cc3cccs3)n2C)cc1,?,-15%,-18%,-6%,7%,28,2%
CCCOc1ccc(CN(CCO)CCO)cc1[N+](=O)[O-],8%,-13%,-11%,9%,-5%,-1,-5%
COCC(=O)N(CCc1ccc(OC)c(OC)c1)Cc1nc2ccccc2c(=O)[nH]1,14%,-10%,-4%,1%,5%,41,-2%
Cc1ccc(Cn2c(=O)cc(C(=O)O)c3ccccc32)cc1,1%,?,-10%,0%,0%,-18,3%
Cc1ccccc1-n1nnnc1SCCCC(=O)c1ccc(F)cc1,-28%,-5%,-16%,-4%,5%,-15,5%
CCOC(=O)c1sc(-c2cccc([N+](=O)[O-])c2)cc1N,?,-9%,-41%,1%,1%,0,0%
Cc1cccc(-n2c(=O)c3c4c(sc3n3c(=S)[nH]nc23)CCC4)c1,-11%,3%,-15%,?,49%[activator],-30,2%
CCOc1ccc(N(CC(=O)NC2CCCCC2)C(=O)CCC(=O)Nc2nc(C)cs2)cc1,10%,7%,-5%,-11%,1%,-9,5%
CC(C)c1ccc(NC(=O)C(c2ccc3c(c2)OCO3)N2CCC3(CC2)OCCO3)cc1 (stereo not drawn),?,-4%,108%[activator],3%,78%[activator],2,-8%
COc1ccc(C(=O)Nc2nnc(S(=O)(=O)N3CCN(c4ccc(F)cc4)CC3)s2)cc1,nt,14%,nt,4%,nt,22,nt
COc1ccc(OC)c(CCNC(=O)CCCC(=O)n2ncc3cc(C)ccc32)c1,-21%,4%,51%,7%,25%,32,-1%
O=C(NCCc1ccccc1)C(=O)NCC(c1ccco1)S(=O)(=O)c1ccccc1 (stereo not drawn),nt,-1%,nt,-8%,nt,-22,nt
Nc1nnc2c(n1)CCCC2,10%,-1%,0.16µM*,0%,45%[activator],55,-3%
COc1cccc(N2CCN(C(=O)c3cc4c(=O)n(Cc5cccnc5)ccc4nc3C)CC2)c1,nt,-1%,nt,-2%,nt,0,nt
Cc1cccc(/C=C2\Sc3ccc(C(=O)N4CCC(C(N)=O)CC4)cc3N(C)C2=O)c1,4%,-7%,176%[activator],2%,-11%,-34,7%
CC(C)C(NC(=O)CCNC(=O)c1ccccc1Cl)c1nc2ccccc2[nH]1 (stereo not drawn),2%,2%,-16%,1%,-2%,0,nt
CCc1ccc(OCC(=O)NC(=S)Nc2cccc(CO)c2)c(Br)c1,-15%,-4%,-16%,-2%,17%,67,3%
O=C(Nc1cccc(S(=O)(=O)NC2=NCCC2)c1)c1ccccc1OC(F)F,4%[8.37 µM],?,?,0%,-10%,9,nt
CCN(CC)C(C(=O)Nc1ccc(C(C)C)cc1)c1ccc2c(c1)OCO2 (stereo not drawn),?,-7%,61%[activator],1%,6%,29,7%
O=C(COC(=O)Cc1cccs1)Nc1cc(S(=O)(=O)N2CCOCC2)ccc1Cl,7%,nt,-10%,-2%,-16%,13,nt
Cc1ccc2c(cnn2C(=O)CCC(=O)NCc2cccc(Cl)c2)c1,5%,-13%,-42%,-17%,5%,5,2%
CCOc1ccc(N(CC)S(=O)(=O)N2CCCC(C(=O)NCc3ccc(Cl)cc3)C2)cc1 (stereo not drawn),nt,-2%,nt,-1%,nt,-16,nt
C=CCc1ccc(OCCCNC2CCCC2)c(OC)c1,?,nt,nt,6%,-14%,22,nt
CCN(c1ccccc1C)S(=O)(=O)c1nnc(NC(=O)c2ccc(OC)c(OC)c2)s1,nt,16%,nt,-5%,nt,1,nt

# Some of the entries above in a different format.
Molecule	HCV inh	AmpC inh detg	AmpC inh no detg	Tb PYK inh	AMA1-RON2 inh	HCMV antiviral	LmPK inhibitor
CCCOc1ccc(CN(CCO)CCO)cc1[N+](=O)[O-]	8%	-13%	-11%	9%	-5%	-1	-5%
COCC(=O)N(CCc1ccc(OC)c(OC)c1)Cc1nc2ccccc2c(=O)[nH]1	14%	-10%	-4%	1%	5%	41	-2%

# Additional entries
SMILES,HCV inh,AmpC inh detg,AmpC inh no detg,Tb PYK inh,AMA1-RON2 inh,HCMV antiviral,LmPK inhibitor
Cc1ccc(S(=O)(=O)NC(CC(C)C)C(=O)N2CCC(C)CC2)cc1 (stereo not drawn),-2%,4%,43%,-5%,3%,?,0%
CC1(C)O[C@H]2[C@@H](O1)[C@@H](C(=O)Nc1cc(F)ccc1F)O[C@@H]1OC(C)(C)O[C@@H]12,nt,22%,nt,2%,nt,-89*,nt
COc1ccc(C(CNC(=O)c2ccc(OCc3cscn3)cc2)N2CCCC2)cc1 (stereo not drawn),nt,nt,nt,-13%,-5%,?,nt
CCOC(=O)N1CCN(C(=O)c2ccc(NS(=O)(=O)c3ccc(C)cc3)cc2)CC1,nt,9%,31%,0%,8%,-76*,5%
Nc1cc(-c2ccc(Br)cc2)nn1S(=O)(=O)c1cccc2nsnc12,11µM*,?,-52%,-1%,-28%,-13,16%
Cc1cc(C)c2oc(C(=O)Nc3sc4c(c3C(=O)NCc3ccco3)CCC4)cc(=O)c2c1,nt,9%,nt,1%,nt,-3,nt
COc1cccc(CNC23CC4CC(CC(C4)C2)C3)c1OCc1ccccc1,?,-1%,-15%[2.29 µM],1%,-1%,?,-1%
Cc1ccccc1C(=O)NC(C)C(c1cccs1)N1CCOCC1 (stereo not drawn),-1%,?,2.8µM*,-14%,-2%,5,0%
CCOC(=O)C1CCC(CN(Cc2c(Cl)cccc2Cl)S(=O)(=O)c2ccc(Cl)cc2)CC1 (stereo not drawn),nt,10%,nt,2%,nt,14,nt
Nc1ccn([C@@H]2CS[C@H](CO)O2)c(=O)n1,nt,-7%,-12%,1%&3%,nt,nt,4%
CC(=O)C1=C(O)C(=O)N(c2ccc(O)cc2)C1c1ccc(F)cc1 (stereo not drawn),-1%,-8%,-14%,-3%,-10%,-32,-3%
CC(C)(CNC(=O)c1cc2ccccc2o1)N1CCOCC1,7%,?,-20%,1%,19%,14,2%
Cc1ccc(S(=O)(=O)CCC(=O)Nc2ccccc2N2CCCC2)cc1,-23%,0%,-21%,1%,-1%,-19,nt
Cc1c(C)n(C)c2ccc(C(=O)NCc3cccs3)cc12,-20%,-6%,-31%,0%,-16%,115,5%
CCC1CN(C(=O)Nc2cc(Cl)c(OC)cc2OC)c2ccccc2O1 (stereo not drawn),nt,-2%,nt,-4%,nt,-16,nt
COc1cccc(-n2sc3c(c2=S)-c2cc(OC)ccc2NC3(C)C)c1,10µM*,?,-25%,0%,22µM*,-24,5%
CCN(CC)S(=O)(=O)c1cccc(NC(=O)COC(=O)c2cncc(Br)c2)c1,-3%,nt,-20%,-18%,14%,27,nt
O=C(C1CCCN(S(=O)(=O)c2cccc3nsnc23)C1)N1CCN(c2ccccc2Cl)CC1 (stereo not drawn),nt,5%,nt,-6%,nt,-13,nt
CCc1ccc(OCc2nnc(SCC(=O)N3CCOCC3)o2)cc1,11%,4%,93%[activator],-2%,0%,-23,9%
CNC(=O)C(NC(=O)Nc1ccc(C)cc1)C(C)(C)C (stereo not drawn),-10%,-1%,-17%,-15%,-14%,-27,0%
CCc1ccc(S(=O)(=O)c2cn(CC)c3cc(N4CCCCC4)c(F)cc3c2=O)cc1,nt,3%,nt,3%,nt,10,nt
CCOc1cccc2cc(-c3cn4cc(C)ccc4n3)c(=O)oc12,-6%,2%,-18%,4%,-18%,25,0%
COC(=O)c1c(C)c2c(C)cc3ccccn3c-2c1C(=O)OC,10µM*,-3%,10%,-3%,-25%,-13,0%
CN(CC(=O)Nc1c(Cl)cccc1Cl)C(=O)c1sccc1-c1ccccc1,10%,-2%,-21%,2%,-22%,-33,nt
C[C@H](c1ccccc1)N1C[C@H](COCc2ccccc2)Oc2cc(N3CCC[C@H]3CO)ccc2S1(=O)=O,nt,nt,nt,-3%,-12%,-64*,nt
O=C1c2cccnc2C(=O)N1Cc1ccco1,-37%,-7%,-11%,1%,35%[activator],18,-1%
CCCN(CCC)C(=O)CSc1c2c(nc3ccc(Cl)cc13)CCCC2,nt,6%,nt,-9%,nt,-25,nt
O=C(CNC(=S)N(Cc1ccc(F)cc1)C1CCCCC1)NC1CC1,1%,-6%,49%,-19%,-8%,-34,5%
COC(=O)C1=C(c2c(C)noc2C)C[C@@H]2CC[C@H]1N2C(=O)NCc1ccc2c(c1)OCO2,3%,0%,-11%,-5%,16%,-1,nt
CCOC(=O)C1CCN(S(=O)(=O)c2ccc(C(=O)OC)cc2)CC1,-8%,?,nt,-17%,5%,-16,6%
CC(Sc1nc2ccccc2s1)C(=O)NC1CCCc2ccccc21 (stereo not drawn),-22%,-3%,-26%,-10%,1%,?,0%
Fc1ccc(NC(=S)NCc2ccc3c(c2)OCO3)cc1,28%,-9%,-36%,-5%,13%,-6,0%
Cc1cccc(N2CCN(c3nc4ccc(C(=O)c5ccccc5)cc4n4cnnc34)CC2C)c1 (stereo not drawn),nt,23%,nt,4%[15.4 µM],nt,0,nt
Cc1cc(C)cc(C(=O)N2CC(=O)Nc3ccccc32)c1,-22%,-3%,-1%,3%,-1%,-81*,7%
Cc1cccc(C)c1N(C(=O)c1ccco1)C(C(=O)NC1CCCC1)c1ccncc1 (stereo not drawn),3%,-13%,-8%,-8%,-7%,-5,4%
COC(=O)c1sc(NC(=O)/C=C/c2ccc(OC)c(OC)c2)c(C(=O)OC)c1C,nt,3%,nt,-4%,nt,6,nt
COc1ccc(N2CCN(C(CNC(=O)CC(C)(C)C)c3ccc4c(c3)OCO4)CC2)cc1 (stereo not drawn),0%,-5%,93%[activator],0%,-7%,10,8%
O=C(O)CN1CCN(CC(=O)O)CCN(CC(=O)O)CCN(CC(=O)O)CC1,-3%,-11%,1%,-1%,127%[activator],-3,nt
CCN(CC)c1ccc(NC(=O)Nc2ccccc2C(F)(F)F)cc1,?,-8%,-11%,2%,-13%,-2,4%
CCCCc1nnc(NC(=O)c2ccc(S(=O)(=O)N3CCOCC3)cc2)s1,3%,-2%,-1%,2%,-1%,-8,nt
COC(=O)CNC(=O)c1ccccc1,7%,nt,nt,2%,-1%,11,nt

# A few values from the list:
# AMA1-RON2 inh with COc1ccc(N2CCN(C(CNC(=O)CC(C)(C)C)c3ccc4c(c3)OCO4)CC2)cc1 (stereo not drawn) reads -7%
# HCMV antiviral with COC(=O)CNC(=O)c1ccccc1 reads 11
# AmpC inh detg with CCN(CC)c1ccc(NC(=O)Nc2ccccc2C(F)(F)F)cc1 reads -8%
# Tb PYK inh with CCCCc1nnc(NC(=O)c2ccc(S(=O)(=O)N3CCOCC3)cc2)s1 reads 2%
# AMA1-RON2 inh with O=C(O)CN1CCN(CC(=O)O)CCN(CC(=O)O)CCN(CC(=O)O)CC1 reads 127%[activator]

# Bioassay records from PubChem.
